TRPC4 potent – positive allosteric modulators of TRPC4, primary screen, cell-based, mouse TRPC4beta, HEK293 mu-opioid, Fluo-4 calcium. B-score at 10 µM. Short transient receptor potential channel 4 (Mus musculus), Q9QUQ5. AID 2227, 2009. DAMGO EC20, Fluo-4 Ca2+ flux; active compounds read high. 310,000 tested, 0.42% active;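 active = B-score of calcium response area above 5 SD of library B-scores, with initial fluorescence ratio within 5 SD of library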;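 also: B-score of integrated fluorescence ratio over time as area under calcium response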
KCNK9 block – KCNK9 potassium channel inhibitors, primary screen, HEK293 cells, thallium flux. Potassium channel subfamily K member 9 (Homo sapiens), Q9NPC2. FluxOR thallium flux fluorescence; active compounds read low. B-score at 10 µM. 310,000 tested, 1.2% active. AID 488922, 2010;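 active = ratio B-score over 3 SD below the library mean, with starting fluorescence within 5 SD of its mean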;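 also: negative B-score means less thallium flux so channel inhibition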
Target sequence (Q9NPC2 whole entry, looked up): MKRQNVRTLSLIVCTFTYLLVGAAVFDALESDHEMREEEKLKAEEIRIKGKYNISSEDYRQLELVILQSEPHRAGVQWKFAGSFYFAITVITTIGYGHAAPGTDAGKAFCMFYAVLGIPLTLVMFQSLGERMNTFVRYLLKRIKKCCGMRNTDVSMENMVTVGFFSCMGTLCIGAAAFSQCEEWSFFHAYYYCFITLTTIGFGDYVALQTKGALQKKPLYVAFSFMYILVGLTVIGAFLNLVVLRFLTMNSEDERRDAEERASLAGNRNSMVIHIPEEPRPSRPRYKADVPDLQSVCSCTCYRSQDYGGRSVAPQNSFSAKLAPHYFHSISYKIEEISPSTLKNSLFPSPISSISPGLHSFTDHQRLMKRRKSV
KCNQ1 inh – inhibitors of human KCNQ1 channel, primary screen, cell-based, thallium flux, high-throughput | Potassium voltage-gated channel subfamily KQT member 1 (Homo sapiens), P51787 | AID 2642, 2010 | 310,000 tested, 1.3% active | B-score at 10 µM | CHO-K1 KCNQ1, FluxOR thallium flux fluorescence; active compounds read high;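 active = compounds whose thallium flux B-score, printed positive for inhibition, exceeds three library SD while starting fluorescence stays within three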;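 also: channel opened by potassium depolarization with thallium stimulus after 20 min compound exposure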
ANO1 activ – TMEM16A chloride channel activators or potentiators, primary screen, cell-based, HTS. B-score at 10 µM. HEK293 TMEM16A/YFP-H148Q/I152L, iodide quench fluorescence; active compounds read low. 340,000 tested, 0.3% active. Anoctamin-1 (Mus musculus), Q8BHY3;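 active = fluorescence-ratio B-score plate-corrected deviation score at least 3 library SD below zero, with starting fluorescence score within 5 deviations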;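 also: channel opened by trigger with iodide after compound preincubation; score built on the fluorescence ratio of max minus min over baseline; more negative score means more quench and so TMEM16A activation or potentiation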
DYRK1A inh – rat Dyrk1A kinase inhibitors, primary screen, biochemical, single point, plate reader. 310,000 tested, 0.43% active. inhibition, % at 12.5 µM. Dual specificity tyrosine-phosphorylation-regulated kinase 1A (Rattus norvegicus), Q63470. ADP-Glo luminescence, NFATc1 peptide; in the data active = inhibition above about 50%;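 also: plate controls were vehicle with enzyme for no effect and no enzyme for full effect; many of its hits are not listed in these tables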
TRPC4 agonist – activators of mouse TRPC4 channel, primary screen, Fluo4 calcium, HEK293 TRPC4beta/mu-opioid cells; Fluo4 calcium fluorescence; active compounds read high; B-score at 10 µM; 310,000 tested, 0.49% active;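 active = B-score above 5 SD of library B-scores, and initial fluorescence ratio not above library mean plus 5 SD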;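 also: positive B-score marks a calcium rise read as TRPC4 activation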
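System – HEK293 cells stably co-expressing mouse TRPC4beta and mu-opioid receptor · Signal – Fluo4 calcium-sensitive dye fluorescence, kinetic, 1 Hz baseline · Benchmarks – buffer (low) and maximal DAMGO (high) · Read-out – B score of integrated fluorescence ratio per well · Incubation – dye loading 45 min room temperature, 110 s kinetic read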
TMEM16A inh – TMEM16A chloride channel inhibitors, primary screen, cell-based, HTS | AID 588511, 2011 | normalized B-score (activity score, 25-100; higher = stronger inhibition) at 10 µM | 310,000 tested, 1.2% active | Anoctamin-1 (Mus musculus), Q8BHY3 | HEK293 TMEM16A/YFP iodide influx fluorescence, ionomycin;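 active = ratio plate-corrected score three or more library SD toward inhibition, starting fluorescence score within five deviations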;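 also: score derived from kinetic fluorescence span divided by baseline fluorescence per well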
hERG protect – hERG rescue from dofetilide block, primary screen, cell-based, CHO-hERG, FluxOR thallium flux, dofetilide IC70; activation (rescue from dofetilide block), less the hit threshold, % at 10 µM; 310,000 tested, 0.51% active; dofetilide IC70 present;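 active = activation above the mean of controls blocked by dofetilide plus 5 SD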;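 also: thallium influx through hERG after potassium depolarization seen as dye fluorescence rise; in these data hits start at about 4.7%; inactives centre near -7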
KCNQ1 pot – potentiators or activators of KCNQ1 channel, primary screen, cell-based, thallium flux, high-throughput; AID 2648, 2010; CHO-K1 KCNQ1, thallium flux FluxOR fluorescence; active compounds read high; B-score at 10 µM; Potassium voltage-gated channel subfamily KQT member 1 (Homo sapiens), P51787; 310,000 tested, 0.35% active;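 active = fluorescence ratio B-score, a plate-corrected score, at least three library SD, with initial intensity B-score within 5 SD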
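assay system = CHO-K1 cells stably expressing KCNQ1 | medium = assay buffer, equal DMSO in all wells | timing = 37 °C overnight plating, 90-min dark dye load, 20-min compound pretreatment | measured by = kinetic FluxOR thallium fluorescence, 10-s 1-Hz baseline, 110-s post-stimulus read | measure = fluorescence change relative to baseline, converted to B score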
KCNK3 inh – human KCNK3 channel inhibitors, primary screen, CHO cells, FluxOR thallium flux, B-score. Potassium channel subfamily K member 3 (Homo sapiens), O14649. FluxOR fluorescence; active compounds read low. B-score at 10 µM. 340,000 tested, 0.84% active. AID 602410, 2012;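 active = B-score under library mean minus 4 SD, starting fluorescence ratio at most library mean plus 5 SD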;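 also: more negative B-score means stronger inhibition of thallium flux through KCNK3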
Target sequence (O14649 whole entry, looked up): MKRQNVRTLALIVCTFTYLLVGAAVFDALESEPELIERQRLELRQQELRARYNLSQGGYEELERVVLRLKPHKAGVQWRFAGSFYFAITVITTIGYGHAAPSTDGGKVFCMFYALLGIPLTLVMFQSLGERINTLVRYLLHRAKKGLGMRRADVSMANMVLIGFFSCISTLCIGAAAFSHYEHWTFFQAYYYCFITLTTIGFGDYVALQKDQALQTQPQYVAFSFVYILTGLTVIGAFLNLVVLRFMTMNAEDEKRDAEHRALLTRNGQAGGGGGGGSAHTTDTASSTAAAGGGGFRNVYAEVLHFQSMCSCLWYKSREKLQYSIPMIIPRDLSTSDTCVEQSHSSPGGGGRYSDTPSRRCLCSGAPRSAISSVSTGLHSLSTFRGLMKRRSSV
HDAC3 inh – HDAC3 deacetylase inhibitors, primary screen, biochemical, fluorescence, cell-free homogeneous; Histone deacetylase 3 (Homo sapiens), O15379; recombinant HDAC3, fluorogenic peptide/trypsin coupled; inhibition, % at 8.3 µM; 320,000 tested, 0.15% active; in the data active = inhibition above about 26%, passing the limit was not always enough
* = called active by the depositor. A portion of the library; count on the stated rates, not on these rows.

What do the screens show for `O=C(CCN1C(=O)c2ccccc2C1=O)NCc1ccc(Cl)cc1`?
TRPC4 potent: inactive; KCNK9 block: inactive; KCNQ1 inh: inactive; ANO1 activ: inactive; DYRK1A inh: 0; TRPC4 agonist: inactive; TMEM16A inh: inactive; hERG protect: -5; KCNQ1 pot: inactive; KCNK3 inh: inactive; HDAC3 inh: 1

What do the screens show for `COC(=O)c1sc(-c2cccs2)cc1NC(=O)/C=C/C(=O)O`?
TRPC4 potent: inactive; KCNK9 block: inactive; KCNQ1 inh: inactive; ANO1 activ: inactive; DYRK1A inh: 5; TRPC4 agonist: inactive; TMEM16A inh: inactive; hERG protect: -5; KCNQ1 pot: inactive; KCNK3 inh: inactive; HDAC3 inh: 4

How did COC(=O)c1ccc(S(=O)(=O)N(CCO)Cc2ccccc2)n1C do in these assays?
TRPC4 potent: inactive; KCNK9 block: inactive; KCNQ1 inh: inactive; ANO1 activ: inactive; DYRK1A inh: 0; TRPC4 agonist: inactive; TMEM16A inh: inactive; hERG protect: -4; KCNQ1 pot: inactive; KCNK3 inh: inactive; HDAC3 inh: -4

What do the screens show for `COc1cc2c(cc1OC)C(C)N(C(=O)Nc1cc(C)cc(C)c1)CC2` (centres undefined)?
TRPC4 potent: inactive; KCNK9 block: inactive; KCNQ1 inh: inactive; ANO1 activ: inactive; DYRK1A inh: -2; TRPC4 agonist: inactive; TMEM16A inh: inactive; hERG protect: -3; KCNQ1 pot: inactive; KCNK3 inh: inactive; HDAC3 inh: 1

What do the screens show for `NS(=O)(=O)c1ccc(NC(=O)COc2cccc3ccccc23)cc1`?
TRPC4 potent: inactive; KCNK9 block: inactive; KCNQ1 inh: inactive; ANO1 activ: inactive; DYRK1A inh: 9; TRPC4 agonist: inactive; TMEM16A inh: inactive; hERG protect: -7; KCNQ1 pot: inactive; KCNK3 inh: inactive; HDAC3 inh: 1

Results for CCOC(=O)C(C)c1nn(C)c(=O)c2ccccc12 (centres undefined) ?
TRPC4 potent: inactive; KCNK9 block: inactive; KCNQ1 inh: inactive; ANO1 activ: inactive; DYRK1A inh: -4; TRPC4 agonist: inactive; TMEM16A inh: inactive; hERG protect: -2; KCNQ1 pot: inactive; KCNK3 inh: inactive; HDAC3 inh: -3

What do the screens show for `O=C(NCc1ccco1)C1CCCN(S(=O)(=O)c2ccc(Cl)cc2)C1` (centres undefined)?
TRPC4 potent: inactive; KCNK9 block: inactive; KCNQ1 inh: inactive; ANO1 activ: inactive; DYRK1A inh: -4; TRPC4 agonist: inactive; TMEM16A inh: inactive; hERG protect: -3; KCNQ1 pot: inactive; KCNK3 inh: inactive; HDAC3 inh: 5

How did O=[N+]([O-])c1cccc(-c2nnc(SCc3cccnc3)o2)c1 do in these assays?
TRPC4 potent: inactive; KCNK9 block: inactive; KCNQ1 inh: inactive; ANO1 activ: inactive; DYRK1A inh: 10; TRPC4 agonist: inactive; TMEM16A inh: inactive; hERG protect: -3; KCNQ1 pot: inactive; KCNK3 inh: inactive; HDAC3 inh: -3

Results for NNc1nc(-c2ccccc2Cl)nc2sc3c(c12)CCCC3 ?
TRPC4 potent: 12*; KCNK9 block: inactive; KCNQ1 inh: inactive; ANO1 activ: inactive; DYRK1A inh: 0; TRPC4 agonist: inactive; TMEM16A inh: inactive; hERG protect: -2; KCNQ1 pot: inactive; KCNK3 inh: inactive; HDAC3 inh: -1

What do the screens show for `Cc1cccc(C(=O)N2CCc3cc(-c4nc(NC(=O)CN5CCCC5)sc4C)ccc32)c1`?
TRPC4 potent: inactive; KCNK9 block: inactive; KCNQ1 inh: inactive; ANO1 activ: inactive; DYRK1A inh: 12; TRPC4 agonist: inactive; TMEM16A inh: inactive; hERG protect: -14; KCNQ1 pot: inactive; KCNK3 inh: inactive; HDAC3 inh: -1

What do the screens show for `O=C(CSc1ccccn1)Nc1ccc(F)c([N+](=O)[O-])c1`?
TRPC4 potent: inactive; KCNK9 block: inactive; KCNQ1 inh: inactive; ANO1 activ: inactive; DYRK1A inh: -6; TRPC4 agonist: inactive; TMEM16A inh: inactive; hERG protect: -11; KCNQ1 pot: inactive; KCNK3 inh: inactive; HDAC3 inh: -3

Results for COC(=O)c1cccn(CC(=O)c2ccc(Cl)cc2)c1=O ?
TRPC4 potent: inactive; KCNK9 block: inactive; KCNQ1 inh: inactive; ANO1 activ: inactive; DYRK1A inh: 0; TRPC4 agonist: inactive; TMEM16A inh: inactive; hERG protect: -18; KCNQ1 pot: inactive; KCNK3 inh: inactive; HDAC3 inh: 4

What do the screens show for `NC(=O)c1ccccc1NC(=O)CCN1C(=O)c2ccccc2C1=O`?
TRPC4 potent: inactive; KCNK9 block: inactive; KCNQ1 inh: inactive; ANO1 activ: inactive; DYRK1A inh: 3; TRPC4 agonist: inactive; TMEM16A inh: inactive; hERG protect: -3; KCNQ1 pot: inactive; KCNK3 inh: inactive; HDAC3 inh: -8

What do the screens show for `Cc1ccc(NC(=O)CN2CCc3cc4c(cc3C2C)OCCCO4)cc1C` (centres undefined)?
TRPC4 potent: inactive; KCNK9 block: inactive; KCNQ1 inh: inactive; ANO1 activ: inactive; TRPC4 agonist: inactive; TMEM16A inh: inactive; hERG protect: -11; KCNQ1 pot: inactive; KCNK3 inh: inactive; HDAC3 inh: -8

What do the screens show for `CC(=O)Nc1cccc(NC(=O)CSc2nnc3ccc(-c4ccncc4)nn23)c1`?
TRPC4 potent: inactive; KCNK9 block: inactive; KCNQ1 inh: inactive; ANO1 activ: inactive; DYRK1A inh: 3; TRPC4 agonist: inactive; TMEM16A inh: inactive; hERG protect: -13; KCNQ1 pot: inactive; KCNK3 inh: inactive; HDAC3 inh: -13

How did CCN(CC)C(=O)NC1CC(=O)N(c2ccc(OC)cc2)C1 (centres undefined) do in these assays?
TRPC4 potent: inactive; KCNK9 block: inactive; KCNQ1 inh: inactive; ANO1 activ: inactive; DYRK1A inh: 0; TRPC4 agonist: inactive; TMEM16A inh: inactive; hERG protect: -4; KCNQ1 pot: inactive; KCNK3 inh: inactive; HDAC3 inh: -1

What do the screens show for `Cn1cc2c(=O)n(/N=C/c3ccccc3)cnc2n1`?
TRPC4 potent: inactive; KCNK9 block: inactive; KCNQ1 inh: inactive; ANO1 activ: inactive; DYRK1A inh: 0; TRPC4 agonist: inactive; TMEM16A inh: inactive; hERG protect: -11; KCNQ1 pot: inactive; KCNK3 inh: inactive; HDAC3 inh: 11

Results for COc1cc(C)c(Br)cc1S(=O)(=O)NCCCN1CCOCC1 ?
TRPC4 potent: inactive; KCNK9 block: inactive; KCNQ1 inh: inactive; ANO1 activ: inactive; DYRK1A inh: 4; TRPC4 agonist: inactive; TMEM16A inh: inactive; hERG protect: -3; KCNQ1 pot: inactive; KCNK3 inh: inactive; HDAC3 inh: 3

How did O=C(c1ccc(Cl)c([N+](=O)[O-])c1)N1CCN(c2ccccc2)CC1 do in these assays?
TRPC4 potent: inactive; KCNK9 block: inactive; KCNQ1 inh: inactive; ANO1 activ: inactive; DYRK1A inh: -1; TRPC4 agonist: inactive; TMEM16A inh: inactive; hERG protect: -10; KCNQ1 pot: inactive; KCNK3 inh: inactive

What do the screens show for `Cc1ccccc1NC(=S)NC1CCCC1`?
TRPC4 potent: inactive; KCNK9 block: inactive; KCNQ1 inh: inactive; ANO1 activ: inactive; DYRK1A inh: -1; TRPC4 agonist: inactive; TMEM16A inh: inactive; hERG protect: -1; KCNQ1 pot: inactive; KCNK3 inh: inactive; HDAC3 inh: 1

What do the screens show for `COc1ccc(S(=O)(=O)NCc2cccnc2)cc1C(=O)NC1CCCCC1`?
TRPC4 potent: inactive; KCNK9 block: inactive; KCNQ1 inh: inactive; ANO1 activ: inactive; DYRK1A inh: -5; TRPC4 agonist: inactive; TMEM16A inh: inactive; hERG protect: -5; KCNQ1 pot: inactive; KCNK3 inh: inactive; HDAC3 inh: -2

What do the screens show for `CCCCOc1ccc(C(=O)NCC(=O)NCC(c2ccc(OC)cc2)N2CCCC2)cc1` (centres undefined)?
TRPC4 potent: 14*; KCNK9 block: inactive; KCNQ1 inh: inactive; ANO1 activ: inactive; DYRK1A inh: -3; TRPC4 agonist: inactive; TMEM16A inh: inactive; hERG protect: -22; KCNQ1 pot: inactive; KCNK3 inh: inactive; HDAC3 inh: -3

How did CCc1noc(C)c1C(=O)Oc1ccc(N(C)S(=O)(=O)c2ccccc2)cc1 do in these assays?
TRPC4 potent: inactive; KCNK9 block: inactive; KCNQ1 inh: inactive; ANO1 activ: inactive; DYRK1A inh: 3; TRPC4 agonist: inactive; TMEM16A inh: inactive; hERG protect: -10; KCNQ1 pot: inactive; KCNK3 inh: inactive; HDAC3 inh: 3

What do the screens show for `O=C(Nc1cccs1)N1CCN(c2ncccn2)CC1`?
TRPC4 potent: inactive; KCNK9 block: inactive; KCNQ1 inh: inactive; ANO1 activ: inactive; DYRK1A inh: -3; TRPC4 agonist: inactive; TMEM16A inh: inactive; hERG protect: -4; KCNQ1 pot: inactive; KCNK3 inh: inactive; HDAC3 inh: 3

What do the screens show for `CC1CCC(N2CCN(C(=O)c3ccccc3F)CC2)CC1` (centres undefined)?
TRPC4 potent: inactive; KCNK9 block: inactive; KCNQ1 inh: inactive; ANO1 activ: inactive; DYRK1A inh: -3; TRPC4 agonist: inactive; TMEM16A inh: inactive; hERG protect: -3; KCNQ1 pot: inactive; KCNK3 inh: inactive; HDAC3 inh: 5

Bioassay records from PubChem.
